Screens from PubChem.
Tat transport – E. coli Tat export inhibitors, primary screen, MC4100, TorA-mCherry reporter, fluorescence, single point. inhibition, % at 10 µM. 340,000 tested, 0.036% active;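 active means mean replicate inhibition at least 50% and at least half of replicates individually reaching 50%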;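 further: exported cargo escapes ClpAP degradation while cytoplasmic cargo is degraded and loses fluorescence; 0% = median of neutral control wells and 100% = median of NaSCN control wells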
E coli growth – E. coli V3065 growth inhibition, primary screen, counter-screen for AddAB inhibitor project, absorbance, OD600; 18 h; inhibition, % at 11.9 µM; 330,000 tested, 0.27% active;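 active means inhibition above the campaign's mean inhibition across all tested compounds plus 3 SD, cut at about 9.9% in these data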;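 further: uninfected addAB+ strain grown without phage in ampicillin broth; 0% = DMSO wells and 100% = ciprofloxacin 0.95 µg/ml wells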
phage Ecoli inh – growth loss of phage-infected E. coli, primary screen, RecBCD inhibitor project, absorbance, with phage, HTS; inhibition, % at 11.9 µM; 360,000 tested, 0.26% active; AID 651602, 2012; in the data active means inhibition above about 11%
DAGLB inhibitor – DAGLB lipase inhibitors, primary screen, biochemical, fluorescence, HTS. Diacylglycerol lipase-beta (Homo sapiens), Q8NCG7. HEK293T DAGLB membrane lysate, EnzChek fluorogenic substrate. inhibition, % at 5.17 µM. 340,000 tested, 0.059% active. AID 504411, 2011; in the data active means inhibition above about 34%;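 further: 0% = enzyme with vehicle and 100% = wells lacking enzyme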
PKA-R1A act – activators of PKA-R1A holoenzyme, primary screen, biochemical, fluorescence polarization, Cy5-IP20, bovine R1A, mouse PKAc. activation, % at 11.4 µM. PKA-R1A dissociation; scaled: DMSO 0%, 113 µM cGMP 100%. AID 504707, 2011. cAMP-dependent protein kinase type I-alpha regulatory subunit (Bos taurus) + …. 340,000 tested, 0.083% active;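 active means percent activation above the mean of all tested compounds plus 3 SD, cut at about 19% in these data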;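 further: higher means more PKAc released from R1A so a rise in polarization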
AddAB inh – growth inhibition of E. coli expressing H. pylori AddAB, primary screen, AddAB inhibitor project, absorbance; inhibition, % at 11.9 µM; 330,000 tested, 0.29% active; AID 435030, 2010; in the data active means inhibition above about 12%;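 further: 0% = vehicle wells of infected cells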
HTR5A inv ag – HTR5A inverse agonists in luminescence cell assay, primary screen, counter-screen for OPRM1-OPRD1 heterodimer inverse agonist project, full-deck HTS; HTR5A cell line, inverse agonism; inhibition, % at 9.3 µM; 340,000 tested, 0.083% active; AID 504634, 2011; in the data active means inhibition mostly above about 23%, no sharp cut-off; inactive means mostly below about 18%;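 further: 0% = cells with DMSO and 100% = no-cell wells with DMSO; some compounds called inactive have numbers as strong as hits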
CDK5 p35 inh – inhibitors of human CDK5/p35 kinase, primary screen, biochemical, single concentration. Recombinant CDK5/p35, ADP-Glo luminescence, 60 min. Cyclin-dependent kinase 5 (Homo sapiens) + Cyclin-dependent kinase 5 activator 1 (Homo …. 330,000 tested, 0.01% active. inhibition, % at 10 µM. AID 488839, 2010;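 active means highest replicate inhibition of at least 50% and at least 75% of replicates reaching 50%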;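 further: plate controls were DMSO neutral control for no effect and GW8510 at 10 µM for full effect; many of its hits are not listed in these tables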
Target sequence (Q00535 whole entry, looked up): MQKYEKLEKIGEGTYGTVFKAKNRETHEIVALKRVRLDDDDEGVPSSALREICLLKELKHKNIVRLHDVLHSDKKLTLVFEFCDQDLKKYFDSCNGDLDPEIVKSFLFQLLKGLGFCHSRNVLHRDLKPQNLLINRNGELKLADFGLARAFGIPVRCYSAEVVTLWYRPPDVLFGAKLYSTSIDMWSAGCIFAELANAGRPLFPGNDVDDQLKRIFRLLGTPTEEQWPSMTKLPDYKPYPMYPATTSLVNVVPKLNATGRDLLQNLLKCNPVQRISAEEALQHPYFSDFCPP
Target sequence (Q15078 whole entry, looked up): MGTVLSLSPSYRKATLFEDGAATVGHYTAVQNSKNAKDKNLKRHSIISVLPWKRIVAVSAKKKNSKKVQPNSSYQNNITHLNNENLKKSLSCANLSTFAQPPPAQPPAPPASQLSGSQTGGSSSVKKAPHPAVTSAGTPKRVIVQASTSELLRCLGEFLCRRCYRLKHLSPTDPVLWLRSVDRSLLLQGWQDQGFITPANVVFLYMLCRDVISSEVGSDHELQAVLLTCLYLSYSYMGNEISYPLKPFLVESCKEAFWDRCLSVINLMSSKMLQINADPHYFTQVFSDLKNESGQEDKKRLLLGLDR
SUMO Mot1 rescue – yeast Mot1-301 growth rescue at high temperature, primary screen, SUMOylation pathway inhibitor project, S. cerevisiae, ATP luminescence, 38.5C; S. cerevisiae Mot1-301 growth rescue; percent above DMSO median, 100 means doubled; growth rescue, % at 18.8 µM; 320,000 tested, 1% active; AID 2716, 2010;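 active means every valid replicate shows activation above 250% relative to neutral control wells; inactive means the rest, any valid replicate at or below 250%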;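 further: OY570 slx delta 5 strain wells were the positive control but not used for scaling; some compounds called inactive have numbers as strong as hits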
PKA-R2B activ – activators of PKA-R2B holoenzyme, primary screen, biochemical, fluorescence polarization, Cy5-IP20, human. activation, % at 11.4 µM. cAMP-dependent protein kinase catalytic subunit beta (Homo sapiens) + cAMP-dependent …. 340,000 tested, 0.079% active. PKA-R2B holoenzyme dissociation; R2B truncated from residue 108, S112A mutant; 0% DMSO only, 100% 113 µM cGMP;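 active means activation above a cutoff set at the mean over all compounds plus 3 SD, cut at about 18% in these data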;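 further: higher means more holoenzyme dissociation and a rise in polarization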
Target sequence (P31323 whole entry, looked up, other chains not shown, the tested form may be a part): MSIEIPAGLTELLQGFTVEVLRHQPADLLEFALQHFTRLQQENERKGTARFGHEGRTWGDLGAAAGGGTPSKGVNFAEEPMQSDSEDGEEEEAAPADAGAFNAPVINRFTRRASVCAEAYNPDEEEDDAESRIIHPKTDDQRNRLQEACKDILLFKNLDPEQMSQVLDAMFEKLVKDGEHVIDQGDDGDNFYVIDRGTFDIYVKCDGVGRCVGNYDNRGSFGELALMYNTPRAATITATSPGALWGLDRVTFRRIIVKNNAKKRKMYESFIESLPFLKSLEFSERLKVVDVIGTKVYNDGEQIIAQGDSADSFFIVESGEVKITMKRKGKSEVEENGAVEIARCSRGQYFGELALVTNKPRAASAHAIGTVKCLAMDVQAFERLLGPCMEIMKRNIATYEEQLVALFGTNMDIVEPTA
HTR5A ag ctr – HTR5A agonists in luminescence cell assay, primary screen, counter-screen for OPRM1-OPRD1 heterodimer agonist project, full-deck HTS. 340,000 tested, 0.61% active. cell-based. AID 504692, 2011. activation, % at 9.3 µM; in the data active means activation mostly above about 9.5%, no sharp cut-off; inactive means mostly below about 7.6%;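 further: 0% = cells with vehicle only and 100% = reference agonist; strong numbers were not always called active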
* = called active by the depositor; · = not tested or not shown.

Structure	Tat transport	E coli growth	phage Ecoli inh	DAGLB inhibitor	PKA-R1A act	AddAB inh	HTR5A inv ag	CDK5 p35 inh	SUMO Mot1 rescue	PKA-R2B activ	HTR5A ag ctr
O=S(=O)(Nc1ccc(S(=O)(=O)Nc2ccccc2)cc1)c1ccccc1	6	2.8	4.1	3	10	4.2	-31	-0.7	-7	3	3
O=C(COc1ccccc1Cl)N1CCc2ccccc2C1	0	-2.3	2.2	-4	3	2.6	5	-0.2	-12	2	-1
Cc1noc(C(=O)NCc2ccc(F)cc2)c1Cl	-6	0.1	3.1	-1	-11	-0.7	-34	3.7	2	-7	12
Cc1ccc(-c2nnc(N3CCOCC3)c3ccccc23)cc1S(N)(=O)=O	-4	2.6	5.7	-2	3	1.9	-11	-0.2	-12	-7	3
CC(C(=O)NC1CCCC1)N(Cc1ccco1)C(=O)c1snc(C(=O)NC2CCCC2)c1N (stereo unspecified)	1	3.0	0.0	-5	-11	-0.2	-18	-0.1	306	-1	-2
COC(=O)c1ccc(C2C(Oc3ccc(OC)cc3)C(=O)N2CCc2ccc(OC)c(OC)c2)cc1 (stereo unspecified)	4	-2.4	3.7	2	-2	2.0	-25	-1.3	-3	6	2
Cc1nc(SCC(=O)N2CC(=O)Nc3ccccc32)c2c(C)c(C)sc2n1	-1	-3.4	2.9	4	-10	0.6	-12	-11	0	-5	5
N#CC1=C2Nc3ccccc3N2C(=O)NC1(c1ccccc1)C(F)(F)F (stereo unspecified)	2	-4.5	2.6	7	9	1.8	18	1.1	-16	5	-5
O=C(COC(=O)c1cc(S(=O)(=O)N2CCCCC2)ccc1N1CCOCC1)c1ccccc1	8	0.4	1.8	-8	-6	1.2	-6	-2.3	-13	-8	2
CCN(CC)CCOC(c1ccccc1)c1ccc(C)cc1 (stereo unspecified)	-5	-1.4	5.3	2	-9	-1.4	23	-1.4	4	1	-6
NC(=O)c1ccc[n+](CCC[n+]2cccc(C(N)=O)c2)c1	-4	-1.2	3.6	1	2	-1.6	9	-1.1	·	-2	-4
O=C(Nc1ccccc1C(=O)O)c1cccc(S(=O)(=O)Nc2ccc(Br)cc2)c1	1	-1.7	1.4	6	6	1.5	-6	-2.2	-4	5	2
O=C(Nc1nnc(-c2ccccc2)o1)Nc1ccccc1Cl	2	-2.3	3.3	1	-2	-2.0	-12	-1.2	1	-7	4
O=C(NNc1nc(-c2ccccc2)cs1)c1ccccc1	-6	5.7	4.8	-1	1	3.0	12	-2.6	-3	-8	6
CC(=O)Nc1ccc(NC(=O)c2ccccc2N(Cc2ccccc2)S(C)(=O)=O)cc1	-2	-1.9	0.1	-1	4	1.2	0	0.3	16	4	2

The final three entries of the part before open the next one:
Structure	Tat transport	E coli growth	phage Ecoli inh	DAGLB inhibitor	PKA-R1A act	AddAB inh	HTR5A inv ag	CDK5 p35 inh	SUMO Mot1 rescue	PKA-R2B activ	HTR5A ag ctr
O=C(Nc1nnc(-c2ccccc2)o1)Nc1ccccc1Cl	2	-2.3	3.3	1	-2	-2.0	-12	-1.2	1	-7	4
O=C(NNc1nc(-c2ccccc2)cs1)c1ccccc1	-6	5.7	4.8	-1	1	3.0	12	-2.6	-3	-8	6
CC(=O)Nc1ccc(NC(=O)c2ccccc2N(Cc2ccccc2)S(C)(=O)=O)cc1	-2	-1.9	0.1	-1	4	1.2	0	0.3	16	4	2
Cc1ccc(C2C(N)C(=O)N2c2ccc(C)cc2)cc1 (stereo unspecified)	-2	-2.5	0.0	-2	-2	-1.5	-15	0.1	16	-8	4
COc1ccc(C(=O)NC(Nc2ccccc2)C(Cl)(Cl)Cl)cc1 (stereo unspecified)	-2	1.6	3.8	-2	-5	1.1	-34	1.6	-3	1	13
CSc1ccc(S(=O)(=O)NCC(=O)OCC(=O)N(C)C2CCCCC2)cc1[N+](=O)[O-]	0	-0.4	2.4	1	-8	0.0	10	-0.2	-8	-16	-4
CCOc1cc(N2CCOCC2)c(OCC)cc1NC(=O)Cc1ccc(OC)c(OC)c1	5	-3.0	1.1	0	2	-1.2	-35	0.1	1	-2	10
COc1ccc(N2CCN(C(=O)c3cc4cc(Cl)ccc4[nH]3)CC2)cc1	-13	-0.5	0.0	4	3	0.6	3	0.4	-10	13	-1
O=C(CSc1ncn[nH]1)Nc1ccc(S(=O)(=O)Nc2ncccn2)cc1	3	1.0	1.4	-3	-8	0.2	-28	-3.3	6	-14	7
O=C(NCCC(=O)N1CCC2(CC1)NCCc1[nH]cnc12)c1cccc(Br)c1	1	-1.1	4.1	-1	-7	2.4	-8	1.2	-3	-10	-5
CC(=O)c1sc(NC(=O)CS(=O)(=O)c2ccccc2)nc1C	-2	2.5	3.3	4	-8	5.8	6	0.8	5	7	4
COc1ccc(Cl)cc1N(CC(=O)NC1CC1)S(=O)(=O)c1ccc(C)c([N+](=O)[O-])c1	-2	-0.9	0.9	1	1	-0.2	-15	1.5	-4	4	5
CCOC(=O)N1CCN(C(=O)CCc2c(C)nc3c(c(C)nn3-c3ccc(C)c(C)c3)c2C)CC1	-4	-1.0	2.8	0	2	0.3	-41	-0.1	30	-6	5
CC(SCc1cc(=O)n2c([nH]c3ccccc32)c1C#N)C(=O)O (stereo unspecified)	-2	0.9	1.5	-2	1	1.7	6	-1.0	-14	-2	-2
Cc1nc(S(=O)(=O)Cc2ccccc2Cl)nc2c1CCC2	-9	2.0	4.3	-1	-2	3.9	6	0.3	15	-8	-2
CC(=O)C1CCC2C3CCC4=CC(=O)C=CC4(C)C3CCC12C (stereo unspecified)	11	·	1.5	3	-5	·	1	1.1	·	-9	0
CC(=O)NC1CSCC1OC(C)=O (stereo unspecified)	-2	3.5	1.6	-1	-5	0.3	-40	0.1	-19	0	2
CC(C)(C)NC(=O)NC(=O)COC(=O)CNC(=O)C1CCCCC1	-2	1.4	5.0	-2	4	3.7	19	-0.4	3	1	-2

The list goes on:
Structure	Tat transport	E coli growth	phage Ecoli inh	DAGLB inhibitor	PKA-R1A act	AddAB inh	HTR5A inv ag	CDK5 p35 inh	SUMO Mot1 rescue	PKA-R2B activ	HTR5A ag ctr
CCN(CC)S(=O)(=O)c1ccc(N2CCOCC2)c(NC(=O)CSCc2c(C)noc2C)c1	7	·	2.3	0	4	·	15	0.1	·	5	-6
COc1ccc(CNC(=O)CN(c2cc(C)cc(C)c2)S(=O)(=O)c2c(C)noc2C)cc1	-4	-0.4	0.8	-3	6	3.0	1	-0.5	-2	1	0
O=S(=O)(NCc1cn2ccccc2n1)c1cccs1	-3	2.2	0.4	2	3	2.0	-21	0.1	298	3	3
O=C(Nc1cccc(F)c1)c1sc(Cl)nc1-c1ccccc1	-4	0.3	2.7	-5	-7	-0.6	1	·	3	-6	-1
COc1ccc(/C=C(\C#N)C(=O)OCC(=O)N(C)C2CCS(=O)(=O)C2)cc1 (stereo unspecified)	3	1.3	3.7	0	-2	3.6	-6	-0.5	-5	1	4
Cc1ccc(S(=O)(=O)/N=C(/c2ccc(F)cc2)N2CCCC2)cc1	-3	-2.5	3.9	-2	7	1.3	13	-0.1	-8	-10	-5
CC(C)(C)c1ccc(Cn2nnc3c(=O)[nH]c(C4CCCN(C(=O)Cc5cccs5)C4)nc32)cc1 (stereo unspecified)	15	1.1	2.2	6	-9	0.1	23	-0.5	-3	-16	3
Cc1ccc(S(=O)(=O)N(C)c2ccc(N)cc2)cc1	-2	-1.8	1.7	-2	6	2.2	-7	-0.7	1	-3	3
Cc1cccc(NC(=O)CSc2cc(C)c(C#N)c3nc4ccccc4n23)c1	2	-0.9	-0.8	-4	-5	1.9	-1	3.9	-14	-6	3
CCCCN=CC1=C(O)C(C(=O)OC)C(C)(C)CC1=O (stereo unspecified)	-12	0.1	3.2	-2	1	1.1	6	0.9	9	-6	6
CC1=C(C(=O)Nc2ccc(F)cc2)C(c2cccc(C)c2)n2nc(CCCO)nc2N1 (stereo unspecified)	3	-0.2	2.0	1	-9	6.4	-11	-0.8	2	2	4
Cc1ccc(SCCC(=O)NC2CC2)cc1	-7	1.3	3.0	-2	-12	0.5	-4	-0.5	5	-7	1
C=CCOc1c(Br)cc(CNc2ccc3[nH]c(=O)[nH]c3c2)cc1OCC	1	-2.0	4.5	2	-4	0.9	-20	0.5	9	0	7
CCOC(=O)c1sc2nc(C(C)C)c3c(c2c1N)CC(C)(C)OC3	-6	1.8	2.3	2	8	-0.2	-9	1.5	-12	-9	3
O=C(NCc1ccco1)c1nc2ccccc2s1	-4	1.6	2.0	-1	-4	3.8	-15	0.6	28	5	-2

(listing goes on)
Fields: Tat transport, E coli growth, phage Ecoli inh, DAGLB inhibitor, PKA-R1A act, AddAB inh, HTR5A inv ag, CDK5 p35 inh, SUMO Mot1 rescue, PKA-R2B activ, HTR5A ag ctr
> CC1(C(=O)N2CC3(CC(c4ccccc4)=NO3)C[C@H]2C(=O)NCC(N)=O)CC1 (stereo partly specified)
 : 5, 0.8, 2.2, 1, 9, 3.6, -15, -0.3, -2, -1, 2
> Cn1nc(C(F)(F)F)c(-c2ccccc2)c1NC(=O)c1ccco1
 : 1, -1.1, 0.5, -2, 1, -1.6, 14, 0.9, 8, -9, 1
> CNC(=O)N(c1ccccc1)c1ccccc1
 : -5, 1.2, 2.3, -1, 1, -1.1, 2, -2.0, 264, 10, -1
> CCOC(=O)C1CCN(C(=O)c2cc3c(s2)-c2ccccc2OC3)CC1
 : 12, -0.7, 1.5, -9, 4, 6.7, -14, -1.2, -10, 2, 5
> O=C(Nc1ccccc1N1CCOCC1)c1cc(-c2ccco2)nc2ccccc12
 : 4, 0.1, 2.1, 1, 3, 1.3, -11, 0.9, ·, 5, 5

Reformatted: entries from further up.
O=C(Nc1ccccc1N1CCOCC1)c1cc(-c2ccco2)nc2ccccc12
- Tat transport: 4
- E coli growth: 0.1
- phage Ecoli inh: 2.1
- DAGLB inhibitor: 1
- PKA-R1A act: 3
- AddAB inh: 1.3
- HTR5A inv ag: -11
- CDK5 p35 inh: 0.9
- SUMO Mot1 rescue: ·
- PKA-R2B activ: 5
- HTR5A ag ctr: 5

Cn1nc(C(F)(F)F)c(-c2ccccc2)c1NC(=O)c1ccco1
- Tat transport: 1
- E coli growth: -1.1
- phage Ecoli inh: 0.5
- DAGLB inhibitor: -2
- PKA-R1A act: 1
- AddAB inh: -1.6
- HTR5A inv ag: 14
- CDK5 p35 inh: 0.9
- SUMO Mot1 rescue: 8
- PKA-R2B activ: -9
- HTR5A ag ctr: 1
